# Screening data (PubChem BioAssay)
# HCV inhibitor – HCV inhibition | Potency, µM (top dose mostly 41.8 µM), inactives show at the top dose activity change, negative = inhibition, most hits filed as inhibitors | 3.4% of 340,000 active | Huh7.5.1 HCVcc-Cre infection, luciferase reporter, 44 h | AID 651820; also: potency is read from the fitted curve at half-maximal effect
#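 Whole-lifecycle infectious HCVcc-Cre system; cells 1,000/well, compound then virus (~0.5 moi) added 4 h after plating, 44 h culture. Luciferase read 15 sec following 15 min substrate incubation, room temp.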
# LmPK inh – blocks Leishmania mexicana pyruvate kinase activity; Q27686; purified LmPK, Kinase-Glo ATP luminescence, 1 h; Potency, µM (highest dose often 57.5 µM), for the others: at the top dose activity change, negative = inhibition, usual class: inhibitors; 0.37% of 290,000 active; AID 1721; also: potency is read from the fitted curve at half-maximal effect
# Target sequence (Q27686 whole entry, looked up): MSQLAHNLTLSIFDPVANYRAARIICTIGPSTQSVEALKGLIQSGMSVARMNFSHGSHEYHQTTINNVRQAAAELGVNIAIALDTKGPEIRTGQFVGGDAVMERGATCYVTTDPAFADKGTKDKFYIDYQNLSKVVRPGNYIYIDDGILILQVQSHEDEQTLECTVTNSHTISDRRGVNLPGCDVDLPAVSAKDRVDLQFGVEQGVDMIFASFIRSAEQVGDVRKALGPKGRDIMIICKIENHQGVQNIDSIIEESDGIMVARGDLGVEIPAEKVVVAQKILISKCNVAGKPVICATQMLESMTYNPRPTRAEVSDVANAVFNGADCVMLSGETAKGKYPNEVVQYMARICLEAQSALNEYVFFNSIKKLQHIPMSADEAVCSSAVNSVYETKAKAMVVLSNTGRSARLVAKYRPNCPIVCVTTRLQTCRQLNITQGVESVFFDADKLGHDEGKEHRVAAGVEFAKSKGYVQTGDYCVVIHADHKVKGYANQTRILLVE
#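 In 50 mM imidazole pH 7.2 with 7 mM MgCl2, LmPK (0.1 nM) turned over PEP (0.5 mM) and ADP (0.1 mM) for 1 h at room temperature. Luciferase read-out of ATP.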
# HCMV antiviral – blocks human cytomegalovirus replication; activity change, negative = inhibition, % at 57.5 µM; 4.5% of 410,000 active; HFF cells, HCMV-luciferase reporter, 72 h; stronger effect = lower value; AID 1259415; in the data active = activity change below about -60%; inconclusive = no clear call, values can overlap the other calls; inactive = above about -39%
#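 Two compound doses tested in HFFs infected with HCMV-luciferase, MOI 1 PFU/cell, 72 h at 37C. Lysate luminescence read with OneGlo; data normalized against buffer-only and 10uM Salinomycin inhibitor controls.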
# AMA1 RON2 block – inhibitors of Plasmodium falciparum AMA1-RON2 interaction; 0.2% of 360,000 active; Potency, µM (doses to about 58.2 µM), for the others: at the top dose activity change, negative = inhibition, most hits filed as inhibitors; AlphaScreen AMA1-biotinylated RON2 peptide binding;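 also: potency is read from the fitted curve at half-maximal effect; 0% = vehicle wells and -100% = peptide control; nearly all actives have a fitted effect of over 45% in size; some results filed as inactive show a strong effect at the top dose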
#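 AMA1 (3D7) with his tag at 25 nM final met compounds first, then biotinylated RON2 peptide at 25 nM; detection used donor plus acceptor beads, 10 µg/mL apiece, read by AlphaScreen after 30 min at room temperature.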
# AmpC inh detg – AmpC beta-lactamase inhibition with detergent present | P00811 | AmpC hydrolysis of nitrocefin, absorbance 480 nm, 0.01% Triton | Potency, µM (doses to about 114 µM), for inactives: top-dose activity change, negative = inhibition, hits mostly inhibitors | 0.041% of 370,000 active | AID 485294;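 also: potency is read from the fitted curve at half-maximal effect; 0% = no-compound wells and -100% = no-enzyme wells; nearly all actives have a fitted effect of over 25% in size; some results filed as inactive show a strong effect at the top dose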
# Target sequence (P00811 whole entry, looked up): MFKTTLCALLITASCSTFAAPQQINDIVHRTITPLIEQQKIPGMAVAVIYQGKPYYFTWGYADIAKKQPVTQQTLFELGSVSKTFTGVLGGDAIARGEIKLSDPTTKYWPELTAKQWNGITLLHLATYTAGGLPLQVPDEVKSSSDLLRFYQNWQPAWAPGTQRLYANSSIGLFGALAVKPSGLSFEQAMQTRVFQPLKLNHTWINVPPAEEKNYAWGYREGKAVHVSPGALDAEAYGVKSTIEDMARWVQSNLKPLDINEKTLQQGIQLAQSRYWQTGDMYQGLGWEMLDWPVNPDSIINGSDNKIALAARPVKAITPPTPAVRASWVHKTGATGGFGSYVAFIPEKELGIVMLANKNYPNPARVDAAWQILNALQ
#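 AmpC (5.3 nM in the dispensed reagent) in 20 mM phosphate pH 7.0 with 0.01% (detergent screen) or 0.0001% Triton X-100 was preincubated with compounds for 15 min at room temperature. Nitrocefin was then added from an 800 uM solution, and hydrolysis was followed at 480 nm.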
# Tb PYK inh – inhibitors of Trypanosoma brucei pyruvate kinase. TbPYK enzyme, Kinase-Glo Plus ATP luminescence, 45 min. Potency, µM (highest dose often 76.8 µM), for inactives: at the top dose activity, negative = inhibition, hits mostly inhibitors. 0.12% of 410,000 active. Q57TT1; also: potency is read from the fitted curve at half-maximal effect; nearly all actives have a fitted effect of over 50% in size
#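 Quantitative HTS: titrated library compounds versus trypanosomal pyruvate kinase in TEA buffer (pH 7.2) containing KCl, MgCl2, BSA and Tween-20. Reactions were initiated with ADP, 130 uM final. Kinase-Glo Plus luminescence was read after 45 min at RT.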
# AmpC inh no detg – AmpC beta-lactamase inhibition without detergent; Potency, µM (highest dose often 57.1 µM), for the others: top-dose activity change, negative = inhibition, most hits filed as inhibitors; P00811; 0.52% of 330,000 active; AmpC nitrocefin hydrolysis, absorbance 480 nm, 0.0001% Triton; AID 485341;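 also: potency is read from the fitted curve at half-maximal effect; plate controls were no compound for no effect and no enzyme for full effect; nearly all actives have a fitted effect of over 20% in size; some results filed as inactive show a strong effect at the top dose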
#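 AmpC (5.3 nM in the dispensed reagent) in 20 mM phosphate pH 7.0 with 0.01% (detergent screen) or 0.0001% Triton X-100 was preincubated with compounds for 15 min at room temperature. Nitrocefin was then added from an 800 uM solution, and hydrolysis was followed at 480 nm.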
# The depositor's hits bear a star; ? = inconclusive; / = no result given; + = active, no number; [ ] = dose if it differs, or a comment. Unless noted, calls follow the shape of the dose curve; as a rule, active = well fitted curve in the direction sought with a large enough effect; inconclusive = small, poorly fitted or top-dose-only effect, or another doubt; inactive = no such curve, though single readings can be large; an effect the other way counts as inactive or inconclusive. Unless noted, % is scaled to controls: 0 for no effect and ±100 for the full control effect.
SMILES	HCV inhibitor	LmPK inh	HCMV antiviral	AMA1 RON2 block	AmpC inh detg	Tb PYK inh	AmpC inh no detg
Cc1cccc(OCC(=O)Nc2ccccc2OCc2cc(=O)n3ccccc3n2)c1	/	/	-13	/	22%	4%	/
CN(C)CCN(CC1CCCN(Cc2ccccc2F)C1)C(=O)c1ccc(Cl)cc1 (stereo unspecified)	?	-10%	-4	-4%	?	-1%	82%[activator]
CN(c1ccccc1)S(=O)(=O)c1ccc(NC(=O)c2ccc(-c3ccccc3)cc2)cc1	/	3%	-96*	8%	1%	1%	-46%
Cc1ccc(/C=C2\C(=O)NC(=O)N2C)o1	10%	-1%	55	-2%	?	-25%	-25%
CC(=O)c1cccc(NC(=O)C(NC(C)C)c2ccccc2)c1 (stereo unspecified)	18%	4%	51	15%	0%	7%	-27%
CC1=NN(C(=O)Cc2ccccc2)C(O)(c2cccnc2)C1 (stereo unspecified)	13%	2%	16	104%[activator]	4%	1%	-9%
CCOC(=O)CNC(=O)/C=C/c1ccc2c(c1)OCO2	3%	-1%	-22	-20%	?	5%	-16%[11.4 µM]
N#Cc1ccc(OCC(O)CN2CCN(CC(O)COc3ccc(C#N)cc3)CC2)cc1 (stereo unspecified)	19%	5%	5	13%	?	4%	-7%
Cc1c(CC(=O)O)c(=O)oc2cc3c(cc12)CCC(C)(C)O3	13%	1%	23	2%	5%	0%	-16%
CSc1ncccc1C(=O)OCc1cccc([N+](=O)[O-])c1	-15%	0%	30	5%	3%	1%	-3%
Cc1ccc(S(=O)(=O)N(Cc2ccc(F)cc2)Cc2ccco2)cc1	-14%	0%	-27	15%	-4%	4%	/
COc1cccc(/C=C(\C(=O)O)c2ccccc2)c1	5%	4%	1	19%	-11%	-2%	-19%
COc1ccc(C2=C(N3CCN(c4cc(C)ccc4C)CC3)c3ccccc3C2=O)cc1	/	/	31	/	11%	-15%	/
CN(C)CC(C)(C)CNS(=O)(=O)c1ccc(OC(F)(F)F)cc1	?	-1%	-17	-3%	0%	-2%	-9%
Cc1ccccc1C(=O)O/N=C(\N)c1cccc([N+](=O)[O-])c1	-22%	-7%	74	-1%	9%	2%	-22%
CCCSc1nnc(NC(=O)CSc2nc3[nH]c(=O)cc(O)c3s2)s1	31%[activator]	/	0	16%	-3%	1%	-51%
Cc1cc(=O)n2[nH]nnc2n1	17%	-2%	0	10%	-4%	?	0%
COc1ccc(C(=O)O/N=C(/c2ccccc2)c2ccncc2)cc1OC	-7%	8%	?	7%	3%	6%	15%
O=C1CCC/C=C\C[C@H](CC(=O)N(CCO)Cc2ccccc2)C(=O)N2CCC[C@@H]2CO1	31%[activator]	/	0	2%	/	2%	49%
Cc1nn(-c2ccccc2)c2c1N(CC(=O)NCc1ccc(N(C)C)cc1)C(=O)CS2	/	/	5	/	-8%	-4%	/
Cc1ccccc1Nc1nc2ccccc2s1	-5%	-24%	-6	7%	0%	0%	-17%
NCC(=O)NCC(=O)NC[C@H]1O[C@@H](n2ccc(=O)[nH]c2=O)[C@H](O)[C@@H]1O	?	/	7	57%[activator]	/	2%	/
CCOc1ccc(CNC(=O)c2cc(-c3ccc(Cl)s3)nc3ccccc23)cc1	/	/	2	/	8%	-3%	/
O=C(CSc1nc(NS(=O)(=O)c2ccccc2)cc(=O)[nH]1)Nc1ccccc1C(F)(F)F	-17%	9%	39	-6%	-7%	-4%	-55%
CCOc1ccc(N2C(=O)CC(N3CCN(c4ccc(C(=O)c5ccncc5)cc4)CC3)C2=O)cc1 (stereo unspecified)	11%	/	27	-1%	/	-7%	/
O=C(CCCn1nnc(-c2cccnc2)n1)c1ccc(F)cc1	?	1%	?	-3%	?	1%	-12%
O=C(c1cccc(Cl)c1)N1CCCC(c2ccc(Cl)cc2)=N1	7.9µM*	1%	-4	16%	-12%	2%	16%
COc1ccc(NC(=O)c2cccc3c(=O)c4c([nH]c23)CCCC4)cc1	/	/	-19	/	25%	-2%	/
COC(=O)C(C)n1cnc2c(nnn2-c2cccc(Cl)c2)c1=O (stereo unspecified)	19%	2%	-17	10%	?	-10%	-1%
CC(C)(CO)CNC(=O)CCc1nnc(CCCc2ccccc2)o1	15%	-1%	-1	8%	-6%	0%	0%
Cc1cc(C)c2c(CC(=O)NC3CCS(=O)(=O)C3)coc2c1 (stereo unspecified)	-3%	-1%	+	7%	-1%	0%	-3%
Fc1ccc(NC(=S)N/N=C/c2cccc(Br)c2)c(F)c1	-3%	12%	-17	75%[activator]	-14%	-4%	?
CCOc1ccccc1CNC(=O)C1CCN(S(=O)(=O)c2cccc3nonc23)CC1	/	/	-4	/	-1%	-4%	/
Cc1cc(Br)c(NC(=O)COC(=O)C2CC2C)c(Br)c1 (stereo unspecified)	7%	2%	-33	14%[11.6 µM]	-2%	-4%	-9%
Cc1ccc(CC2S/C(=N/N=C/c3ccco3)NC2=O)cc1 (stereo unspecified)	11%	4%	?	14%	-2%	2%	-34%
CC(C)N(C(=O)Cn1c(SCC(=O)Nc2nccs2)nc2ccccc21)C(C)C	-6%	6%	7	21%	0%	2%	-4%
CCCCn1nc2cc(C(=O)NCC34CC5CC(CC(C5)C3)C4)ccc2c1OC	-30%	-1%	-8	4%	1%	-4%	1%
COc1ccc(C(=O)Nc2cccc(-c3nc4cccnc4s3)c2C)c(OC)c1	/	/	-7	/	0%	2%	/
CCC(=O)c1c[nH]c(C(=O)NCc2cccnc2)c1	24%	0%	43	8%	1%	6%	-10%
Cc1ccc(S(=O)(=O)N(C)C)cc1NC(=O)COC(=O)c1c(-c2ccccc2)noc1C	?	/	9	-15%	?	-2%	5%
CCOc1ccccc1N(C)C(=O)C1CCCN(c2ncnc3onc(-c4ccc(F)cc4)c23)C1 (stereo unspecified)	/	/	2	/	10%	3%	/
CCOC(=O)Cc1csc(NC(=O)c2cc3ccccc3o2)n1	-2%	-22%	7	7%	-8%	-2%	-30%
O=C(O)CC1Sc2ccccc2NC1=O (stereo unspecified)	12%	4%	48	1%	-8%	4%	-27%
CC(=O)Nc1ccc(S(=O)(=O)NC(CC(=O)O)c2ccc(C)cc2)cc1 (stereo unspecified)	17%	2%	-19	-2%	-3%	-1%	41%
CCOC(=O)C1CCCN(Cc2ccc3c(c2)OCO3)C1 (stereo unspecified)	22%	-3%	-11	?	-2%	7%	-16%
CCSc1nnc(NC(=O)CSc2nnc(Cc3cccn3C)n2-c2ccc(C)cc2)s1	7%	-2%	-5	7%	?	-17%	41%
Nc1ccc(C2(c3ccc(N)cc3)CN3CCC2CC3)cc1	6%	3%	48	-9%	-1%	-6%	-14%
Cc1cccc(Cn2c(=O)n(-c3ccc(Cl)c(Cl)c3)c(=O)c3c(C)c(C)sc32)c1	/	/	7	/	22%	1%	/
Cn1nc(C(F)(F)F)cc1C(=O)Nc1ccc(Cl)cc1	?	1%	-12	-14%	0%	-4%	-35%
O=C(NCc1ccco1)c1ccc(Cn2c(=O)c3ccccc3n(Cc3cccc(F)c3)c2=O)cc1	-27%	13%	-23	1%	6%	-9%	-19%
Cc1cccc2cc(CN(Cc3ccc(F)cc3)C(=O)N3CCOCC3)c3nnnn3c12	6%	7%	41	4%	-14%	0%	-10%
C=CCn1c(O)c(C(CC)=NCCN2CCOCC2)c(=O)[nH]c1=O	21%	1%	7	54%[activator]	-15%	-21%	-20%
O=C(NNc1c2ccccc2nc2ccccc12)c1ccc(Cl)cc1	?	-2%	90	5%	-14%	-5%	-21%
CN1CCN(c2nc(-c3ccccc3Cl)nc3ccccc23)CC1	-5%	0%	0	-1%	-4%	-6%	14%
CN(CC(=O)OCC(=O)NC1CCCC1)S(=O)(=O)c1ccc(Cl)cc1	18%	/	-2	0%	/	-4%	0%
O=C(NCCCN1CCOCC1)c1cn(-c2ccccc2)nc1-c1ccc(Br)cc1	8%	/	-27	-18%	/	-15%	225%[activator]
CC1=C(C(=O)Nc2ccc(C)cc2C)C(c2ccc(C(C)C)cc2)n2nc(C(F)(F)F)nc2N1 (stereo unspecified)	/	/	-34	/	-6%	1%	/
O=c1nc(C(F)(F)F)nc2ccccn12	5%	-2%	-36	-8%	4%	2%	-17%
O=C(NNc1nc2ccccc2s1)Nc1ccccc1	13%	1%	81	-11%[2.32 µM]	1%	-2%	-44%
COc1cccc(CNC(=O)c2ccccc2NC(=O)C2=C(C)OCCS2)c1OC	?	2%	-38	-12%	?	7%	-1%

# (next part)
SMILES	HCV inhibitor	LmPK inh	HCMV antiviral	AMA1 RON2 block	AmpC inh detg	Tb PYK inh	AmpC inh no detg
Cc1ccc(C(=O)N2N=C(c3ccccc3O)CC2c2ccccc2)cc1 (stereo unspecified)	5%	-3%	12	-6%	0%	-11%	-15%
CCOC(=O)Cc1ncccc1C(=O)Nc1ccc(OC)cc1	0%	-3%	-19	4%	-15%	-1%	-15%
COc1cc2c(cc1OC)[C@@H](NC(=O)c1ccc(C(F)(F)F)cc1)[C@H](OCc1ccccc1)C2	11%	/	-14	-13%	/	1%	17%
C=CCn1c(C)cc(C(=O)CN2C(=O)NC3(CCCc4ccccc43)C2=O)c1C (stereo unspecified)	6%	5%	57	-8%	-14%	6%	-5%
CCN(CC)S(=O)(=O)c1ccc(-n2c(=O)c(C(C)C)c(C)n2C)cc1	-2%	2%	-36	-12%	2%	-9%	5%
Cn1c(=O)c2c(nc(Oc3ccccc3Cl)n2Cc2ccc(C#N)cc2)n(C)c1=O	/	/	3	/	2%	1%	/
Cc1ccc(NC(=O)C2(S(=O)(=O)c3ccc(Cl)cc3)CC2)c(Br)c1	?	2%	?	14%	?	0%	-24%
Cc1ccc(C(=O)c2c3ccccc3[n+]([O-])n2CCC(=O)O)cc1	13%	/	-6	5%	2%	-1%	-8%
Cc1ccccc1NC(=O)Cc1nc(COC(=O)c2ccc(O)cc2O)cs1	/	-3%	21	-6%	1%	-16%	-53%
